Compound activity as filed in PubChem.
EPAC1 ag = activates human EPAC1 exchange factor | O95398 | EPAC1 agonist qHTS, biochemical assay; response scale: 100% = response to 6.5 mM cAMP | Potency, µM (highest dose often 154 µM), for the others: top-dose activation, hits mostly activators | actives 0.073% (n = 360,000); also: potency is read from the fitted curve at half-maximal effect; nearly all actives have a fitted effect of over 60% in size
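Compounds were pinned as a concentration titration into mixtures of EPAC1 (100 nM), BODIPY-GDP-loaded Rap1B (250 nM) and GDP (50 uM). After 5 min at room temperature, fluorescence was followed for 30 min; activity was scaled to 6.5 mM cAMP.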
PTHR1 ag = activates the human parathyroid hormone receptor PTHR1; Potency, µM (titrated, usually from 115 µM), for the others: at the top dose activation, actives largely listed as activators; Q03431; HEK293 GP2 PTHR1 cells, GloSensor cAMP luminescence, 1 h; AID 743266; actives 0.075% (n = 410,000); also: potency is read from the fitted curve at half-maximal effect; nearly all actives have a fitted effect of over 55% in size; some results filed as inactive show a strong effect at the top dose; inactives centre near -15; many of its hits are not listed in these tables
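HEK-293-derived GP2 cells expressing PTHR1 and a GloSensor cAMP reporter, 3,000/well, plated overnight, given luciferin plus IBMX (each 0.5 mM as added) for 1 h at 37 °C, then compound for 1 h at 37 °C. Luminescence was read after 15 min at room temperature.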
GLP-1R agonist = agonists of human GLP-1 receptor. P43220. HEK293 GLP-1R CRE-luciferase, luminescence, 4-6 h; cells express a hypersensitive GLP-1R form. Potency, µM (series often up to 45.6 µM), for inactives: at the top dose activation, usual class: activators. actives 0.007% (n = 380,000); also: potency is read from the fitted curve at half-maximal effect; % of control where 0% means no effect
Target sequence (P43220 whole entry, looked up): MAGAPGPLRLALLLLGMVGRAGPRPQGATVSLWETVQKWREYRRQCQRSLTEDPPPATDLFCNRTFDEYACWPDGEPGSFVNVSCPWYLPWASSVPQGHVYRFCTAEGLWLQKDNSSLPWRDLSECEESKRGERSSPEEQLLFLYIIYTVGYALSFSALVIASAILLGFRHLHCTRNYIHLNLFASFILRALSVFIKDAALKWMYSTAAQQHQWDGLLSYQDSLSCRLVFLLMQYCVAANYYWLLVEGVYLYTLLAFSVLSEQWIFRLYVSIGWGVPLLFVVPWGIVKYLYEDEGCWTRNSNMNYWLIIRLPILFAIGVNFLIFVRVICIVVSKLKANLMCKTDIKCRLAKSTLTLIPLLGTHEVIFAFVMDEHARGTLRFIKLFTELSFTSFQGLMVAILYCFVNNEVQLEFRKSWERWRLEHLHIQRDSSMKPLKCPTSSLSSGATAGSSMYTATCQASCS
IL-2 act = activators of IL-2 | IL-2 activation reporter assay, cell-based qHTS; stimulated with anti-CD3/CD4/CD28 beads; in transgenic mouse T cells | activation, % (series mostly up to about 46 µM) | actives 0.065% (n = 360,000); in the data active = activation above about 50%; inconclusive = mostly about 30% to 49%; also: 0% is about no effect
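Screening format: compound pinned onto unstimulated transgenic mouse T cells, 60 min incubation, then anti-CD3/anti-CD4/anti-CD28 bead stimulation for 18 hours at 37 degrees C, followed by EGFP and DsRed detection.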
GLP1R cytotox = cytotoxic in the GLP-1 receptor inverse agonist counter-screen | HEK293 cAMP-luciferase reporter cells, luminescence, 24 h | Potency, µM (highest dose often 38.3 µM), without a hit: at the highest dose activity change, negative = inhibition, most hits filed as inhibitors | actives 0.13% (n = 410,000);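 also: loss of luciferase light is scored as toxicity; potency is read from the fitted curve at half-maximal effect; % is scaled to controls: 0 for no effect and ±100 for the full control effect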
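Step one: seed cells (200 cells/uL, DMEM with 10% Nu serum, 1% pen-strep). Step two: 12-hour incubation at 37 deg C. Step three: pin 23 nL compound, incubate 24 hr. Step four: add luciferase reagent, read luminescence 12 min later.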
EPAC1 antag = antagonists of human EPAC1; EPAC1 GEF assay, Rap1b-BODIPY-GDP exchange fluorescence; Potency, µM (highest dose often 115 µM), for inactives: at the highest dose activity change, negative = inhibition, hits mostly inhibitors; actives 0.14% (n = 360,000);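 also: potency is read from the fitted curve at half-maximal effect; plate controls were vehicle for no effect and positive control for full effect; nearly all actives have a fitted effect of over 50% in size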
PLK1 PBD block = blocks phosphopeptide binding to human PLK1 polo-box domain. actives 2.8% (n = 360,000). P53350. Plk1 PBD binding of FITC phosphopeptide, fluorescence polarization. Potency, µM, without a hit: max response, negative = inhibition, hits mostly inhibitors. AID 720504; also: potency is read from the fitted curve at half-maximal effect; series mostly up to about 57 µM; % is scaled to controls: 0 for no effect and ±100 for the full control effect; nearly all actives have a fitted effect of over 65% in size
Target sequence (P53350 whole entry, looked up, the tested form may be a part): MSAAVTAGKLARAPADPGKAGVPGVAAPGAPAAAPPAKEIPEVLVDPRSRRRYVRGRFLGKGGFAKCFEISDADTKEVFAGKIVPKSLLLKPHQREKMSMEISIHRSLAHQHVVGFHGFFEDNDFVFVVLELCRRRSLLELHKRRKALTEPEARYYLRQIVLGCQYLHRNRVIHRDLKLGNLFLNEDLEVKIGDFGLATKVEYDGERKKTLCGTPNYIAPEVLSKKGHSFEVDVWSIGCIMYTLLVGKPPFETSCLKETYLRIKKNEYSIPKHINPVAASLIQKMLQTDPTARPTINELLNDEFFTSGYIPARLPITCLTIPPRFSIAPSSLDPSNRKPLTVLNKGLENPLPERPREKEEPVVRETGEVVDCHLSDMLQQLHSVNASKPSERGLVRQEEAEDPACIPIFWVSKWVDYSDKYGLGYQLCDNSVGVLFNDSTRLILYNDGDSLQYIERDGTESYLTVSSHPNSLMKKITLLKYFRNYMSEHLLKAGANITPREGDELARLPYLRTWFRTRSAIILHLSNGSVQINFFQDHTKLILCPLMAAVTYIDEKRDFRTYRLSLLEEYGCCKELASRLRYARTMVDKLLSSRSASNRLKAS
GLP1R inv ag = GLP-1 receptor (human) inverse agonism; HEK293 GLP-1R CRE-luciferase, luminescence, 24 h; GLP-1R form is constitutively active; Potency, µM (series often up to 38.3 µM), for inactives: at the highest dose activity change, negative = inhibition, usual class: inhibitors; actives 1.6% (n = 410,000); P43220; AID 624417; also: potency is read from the fitted curve at half-maximal effect; % is scaled to controls: 0 for no effect and ±100 for the full control effect; nearly all actives have a fitted effect of over 55% in size
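qHTS in 1536-well format: reporter HEK293 cells expressing constitutive GLP-1R activity in DMEM + 10% Nu serum, 24 hr with compounds at 37 deg C, luminescence read after 12 min with detection reagent.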
PI5P4K alpha inh = inhibitors of human PI5P4K alpha. actives 1.2% (n = 330,000). P48426. max response, %. AID 652105. PI5P4Kalpha enzyme, ADP-Glo luminescence, 60 min; stronger effect = lower value; active = max response of -50% or lower; inconclusive = between -30% and -50%; inactive = -30% or higher; also: value at the top dose of about 77 µM; % is scaled to controls: 0 for no effect and ±100 for the full control effect
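Reactions run in 0.038 M HEPES pH 7.4, 0.28 mM EGTA, 0.1% CHAPS and 5% DMSO, with PI5P4Kalpha, substrate, compound and 5 microM ATP final, one hour at room temperature. Readout is ADP-Glo luminescence.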
The depositor's hits bear a star; i = inactive; ? = inconclusive; / = not tested or not shown; [ ] = remark or other dose. Unless noted, calls follow the shape of the dose curve; as a rule, active = well fitted curve in the direction sought with a large enough effect; inconclusive = small, poorly fitted or top-dose-only effect, or another doubt; inactive = no such curve, though single readings can be large; an effect the other way counts as inactive or inconclusive. These rows are one share of the data (hit frequency here may not be typical).

compound,EPAC1 antag,IL-2 act,EPAC1 ag,PI5P4K alpha inh,PLK1 PBD block,GLP1R cytotox,GLP1R inv ag,GLP-1R agonist,PTHR1 ag
COc1ccc2sc(SCCCS(=O)(=O)O)[n+](CCCS(=O)(=O)[O-])c2c1,5%,-1.6,1%,-14,-19%,17%,14%,18%,-1%
CCOc1ccc(N2C(=O)/C(=C/c3ccco3)N(C)C2=S)cc1,7%,0.5,9%,-2,-8%,-27%,5%,-7%,i
Cc1ccc(CCS(=O)(=O)c2ccc(C(C)(C)C)cc2)cn1,-14%,-1.4,-2%,-2,10%,-11%,?,1%,-19%
Cc1ccc(-c2noc(CN(C(=O)C34CC5CC(CC(C5)C3)C4)C(C)C)n2)cc1,16%,-1.5,-8%,/,0%,0%,0%,1%,i
Cc1cccc(CNC(=O)Nc2nnc([C@H]3C[C@H](O)[C@@H](CO)O3)s2)c1,9%,0.2,-5%,?,-1%,2%,-16%,-4%,4%
Cc1ccc(NC(=S)NCC(O)c2ccccc2)c(C)c1 (stereo not given),-10%,0.0,-2%,4,5%,12%,?,-2%,1%
CN1CCN(S(=O)(=O)c2ccc(Sc3nnnn3-c3ccccc3)c([N+](=O)[O-])c2)CC1,0%,1.9,2%,3,-11%,-20%,-2%,-16%,-42%[inhibitor]
COc1ccccc1C(=O)Nc1sc2c(c1C(=O)NCc1ccco1)CCCC2,1%,0.9,-5%,-13,3%,6%,14%,1%,i
O=C(CC1Sc2ccccc2NC1=O)NNc1ccc(Cl)c(Cl)c1 (stereo not given),7%,0.5,-2%,5,-7%,-14%,?,10%,i
Cc1ccc2c(CC(=O)NCCc3ccc(S(N)(=O)=O)cc3)coc2c1,-2%,-0.3,-3%,-2,1%,0%,28%,0%,i

Part of the list above, showing only IL-2 act and PLK1 PBD block:
compound,IL-2 act,PLK1 PBD block
Cc1ccc(CCS(=O)(=O)c2ccc(C(C)(C)C)cc2)cn1,-1.4,10%
COc1ccccc1C(=O)Nc1sc2c(c1C(=O)NCc1ccco1)CCCC2,0.9,3%
CN1CCN(S(=O)(=O)c2ccc(Sc3nnnn3-c3ccccc3)c([N+](=O)[O-])c2)CC1,1.9,-11%
O=C(CC1Sc2ccccc2NC1=O)NNc1ccc(Cl)c(Cl)c1 (stereo not given),0.5,-7%

Ordered by value in GLP1R inv ag (rising): 3 from the list above
Compound | EPAC1 antag | IL-2 act | EPAC1 ag | PI5P4K alpha inh | PLK1 PBD block | GLP1R inv ag | GLP-1R agonist | PTHR1 ag
Cc1cccc(CNC(=O)Nc2nnc([C@H]3C[C@H](O)[C@@H](CO)O3)s2)c1 | 9% | 0.2 | -5% | ? | -1% | -16% | -4% | 4%
CCOc1ccc(N2C(=O)/C(=C/c3ccco3)N(C)C2=S)cc1 | 7% | 0.5 | 9% | -2 | -8% | 5% | -7% | i
COc1ccccc1C(=O)Nc1sc2c(c1C(=O)NCc1ccco1)CCCC2 | 1% | 0.9 | -5% | -13 | 3% | 14% | 1% | i

More results follow:
compound,EPAC1 antag,IL-2 act,EPAC1 ag,PI5P4K alpha inh,PLK1 PBD block,GLP1R cytotox,GLP1R inv ag,GLP-1R agonist,PTHR1 ag
CN(C(=S)NC(=O)/C=C/c1ccc(F)cc1)C1CCCCC1,-8%,-4.7,-13%,3,-23%,-6%,6%,10%,-21%
O=C(O)c1cc(Cl)c(Cl)cc1C(=O)N1CCOCC1,16%,-1.8,-1%,/,-5%,-25%,-1%,-8%,i
CNC(=O)COC(=O)c1ccccc1NC(=O)c1ccco1,-4%,-0.7,-8%,1,-11%,-5%,10%,4%,-40%[inhibitor]
CCOC(=O)c1c(C)oc2c1c(C=NCC1CCCO1)c(O)c1ccccc12 (stereo not given),-10%,?,-2%,-3,-8%,21%,44%[activator],7%,i
Cc1ccc(NS(=O)(=O)c2ccc(C(=O)NCCCN3CCCC3=O)cc2)cc1C,2%,-2.3,3%,1,-10%,3%,-14%,8%,-33%[inhibitor]
COc1cc2c3c(c1)C(C)CC(C)(C)N3C(=O)C2=O (stereo not given),?,-1.1,3%,-11,-18%,5%,25%,10%,i
O=C(O)CCn1c(SCCc2ccccc2)nc2ccccc21,15%,1.6,2%,3,2%,11%,-9%,-3%,-11%
CC(C)(C)C(=O)O/N=C(\N)Cc1ccc(-c2csnn2)cc1,3%,-0.4,1%,-2,7%,2%,-20%,12%,-8%
CCCCn1c(N)c(N(CCOC)C(=O)c2c(C)noc2C)c(=O)[nH]c1=O,-6%,0.0,-6%,3,-4%,33%,13%,-2%,-31%[inhibitor]
O=C(Nc1ccccc1C(=O)Nc1ccccn1)c1cc(F)c(F)cc1Cl,-7%,0.9,10%,7,-5%,-12%,?,14%,-94%[inhibitor]

The listing continues:
compound,EPAC1 antag,IL-2 act,EPAC1 ag,PI5P4K alpha inh,PLK1 PBD block,GLP1R cytotox,GLP1R inv ag,GLP-1R agonist,PTHR1 ag
COc1ccc(NC(=S)N(CCCN2CCOCC2)Cc2ccco2)cc1,-4%,-0.2,3%,-8,-9%,-5%,-4%,0%,-13%
O=C(NCc1cccnc1)C1CCN(C(=O)c2ccc(Cl)cc2Cl)CC1,9%,-4.4,-12%,0,-5%,-15%,-3%,2%,-19%
COc1ccc(C(=O)COC(=O)Cn2[nH]c(=O)c3ccccc3c2=O)c(OC)c1,-7%,0.1,-7%,0,-6%,5%,3%,13%,-45%[inhibitor]
COc1ccc(C)cc1N(C(=O)c1ccco1)C(C(=O)NC1CCCC1)c1ccc(N2CCOCC2)cc1 (stereo not given),-11%,-0.8,-11%,5,-9%,0%,31%[activator],4%,i
COc1ccc(CNc2nc(SCc3cc(=O)n4cc(Cl)ccc4n3)nc3ccccc23)cc1,-3%,-3.3,7%,-6,-15%,32%,-5%,4%,i
O=C(Nc1ccc(Oc2ccccc2)cc1)C1CCCN(c2ncccn2)C1 (stereo not given),-19%,0.1,-1%,20,7%,-9%,-6%,1%,i
O=C(Cn1c(=O)n(Cc2ccco2)c(=O)c2ccc(C(=O)NC3CCCC3)cc21)Nc1ccc(F)cc1,/,/,/,/,/,4%,2%,1%,i
O=C(/C=C/c1ccc(F)cc1)Nc1cccc(S(=O)(=O)Nc2cccc(C(F)(F)F)c2)c1,-3%,-0.3,-1%,5,-4%,-24%,-17%,-10%,-4%
CCN(CC)S(=O)(=O)c1cc(NC(=O)C2CCN(c3ncnc4sc(C)c(C)c34)CC2)ccc1Cl,-16%,-0.8,28%,9,-4%,-4%,2.5µM*,-23%,i
O=C1CS/C(=C\[N+](=O)[O-])N1c1ccc(OC(F)(F)F)cc1,-5%,-0.7,10%,-1,-8%,-16%,-7%,-18%,i

The list goes on.
compound,EPAC1 antag,IL-2 act,EPAC1 ag,PI5P4K alpha inh,PLK1 PBD block,GLP1R cytotox,GLP1R inv ag,GLP-1R agonist,PTHR1 ag
CC(C)OCC1Cn2c(nc3c2c(=O)n(C)c(=O)n3C)O1 (stereo not given),-7%,-2.5,-6%,6,-7%,17%,-5%,-4%,i
Cc1ccc(Nc2ncccc2C(=O)O)cc1C,-8%,-0.1,-12%,-3,?,5%,7%,?,-53%[inhibitor]
COc1ccc(-n2ncc3c(N4CCc5ccccc54)ncnc32)cc1,7%,-2.9,5%,/,-1%,5%,9%,1%,-18%
O=C(NCc1ccc(F)cc1F)[C@@H]1CCCN1C(=O)[C@@H]1CCCN1C(=O)c1cccc2ccccc12,-5%,0.9,19%,1,-13%,-16%,7%,6%,-25%
CC(C)CCN1CCN(Cc2cccc(C(F)(F)F)c2)CC1CCO (stereo not given),-5%,0.5,-4%,-1,-9%,0%,?,14%,i
Cc1cc(Cl)ccc1Oc1ccc(C(N)=O)cc1[N+](=O)[O-],-10%,0.1,1%,9,-2%,-4%,-27%,0%,-46%[inhibitor]
Cc1ccc(NC(=O)CN(C)S(=O)(=O)c2ccc3[nH]c(=O)oc3c2)c(C)c1,-6%,0.6,-7%,-16,-23%,-8%,-8%,-5%,i
Cc1noc(C)c1COC(=O)c1ccc2ccccc2n1,-11%,-0.6,-4%,-4,-2%,19%,26%,2%,19%[57.5 µM]
O=C(CSc1nnc2n1CCCN2C(=S)Nc1ccc(Cl)cc1)c1ccccc1,4%,-2.0,8%,-5,-14%,-7%,0%,4%,-51%[inhibitor]
O=c1[nH]cnc2scc(-c3ccc(-c4ccccc4)cc3)c12,9%,0.4,4%,-2,4%,1%,9%,6%,-22%

(more compounds)
compound,EPAC1 antag,IL-2 act,EPAC1 ag,PI5P4K alpha inh,PLK1 PBD block,GLP1R cytotox,GLP1R inv ag,GLP-1R agonist,PTHR1 ag
CN(C(=O)c1ccc2c(c1)OCO2)C1CCS(=O)(=O)C1 (stereo not given),-16%,-0.1,-5%,4,-6%,0%,12%,-8%,i
CC(C)Cn1c(SC(C)C(=O)Nc2ccc3c(c2)OCCO3)nc2ccccc2c1=O (stereo not given),-14%,0.1,10%,/,-12%,?,0%,2%,i
Cc1onc(-c2ccccc2)c1C(=O)Nc1sccc1C#N,23%,0.7,12%,0,12%,4%,-4%,1%,-25%
CC(=O)Nc1ccc(NC(=O)CCCCCN2C(=O)c3ccccc3C2=O)cc1,2%,2.4,-3%,-1,-3%,-10%,0%,-9%,-4%[57.5 µM]
CCc1ccc(C2=C/C(=C/c3cccnc3)C(=O)O2)cc1,1%,0.8,-5%,-3,-7%,1%,21%,-6%,i
C[C@@H]1CN([C@H](C)CO)C(=O)c2c(c3ccccc3n2C)-c2ccccc2CO[C@H]1CN(C)S(=O)(=O)c1cn(C)cn1,-25%,-2.2,-8%,4,-2%,1%,2%,8%,i
CCCc1cc(=O)oc2c(C)c(OCC(=O)Nc3ccc(CN4CCOCC4)cc3)ccc12,-19%,1.6,-2%,8,-3%,19%,40%[activator],9%,-13%
